TDP1 inh = inhibitors of human tyrosyl-DNA phosphodiesterase TDP1 | Q9NUW8 | hit rate 0.28% among 350,000 | Potency, µM (series often up to 130 µM), for the others: at the highest dose activity change, negative = inhibition, actives largely listed as inhibitors | recombinant TDP1, AlphaScreen DNA substrate cleavage | AID 485290; note: nearly all actives have a fitted effect of over 40% in size
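Compounds were preincubated with Tdp1 (1 nM final) for 15 min at room temperature before substrate (15 nM final) started a 5 min reaction; beads (10 ug/ml final) were then added for 10 min before AlphaScreen detection.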
GCN5L2 inh = blocks human GCN5L2 histone acetyltransferase; Q92830; GCN5L2 HAT assay, ThioGlo1 CoA-SH fluorescence; Potency, µM (series often up to 58.9 µM), inactives show top-dose activity change, negative = inhibition, usual class: inhibitors; hit rate 0.21% among 390,000
Target sequence (Q92830 whole entry, looked up): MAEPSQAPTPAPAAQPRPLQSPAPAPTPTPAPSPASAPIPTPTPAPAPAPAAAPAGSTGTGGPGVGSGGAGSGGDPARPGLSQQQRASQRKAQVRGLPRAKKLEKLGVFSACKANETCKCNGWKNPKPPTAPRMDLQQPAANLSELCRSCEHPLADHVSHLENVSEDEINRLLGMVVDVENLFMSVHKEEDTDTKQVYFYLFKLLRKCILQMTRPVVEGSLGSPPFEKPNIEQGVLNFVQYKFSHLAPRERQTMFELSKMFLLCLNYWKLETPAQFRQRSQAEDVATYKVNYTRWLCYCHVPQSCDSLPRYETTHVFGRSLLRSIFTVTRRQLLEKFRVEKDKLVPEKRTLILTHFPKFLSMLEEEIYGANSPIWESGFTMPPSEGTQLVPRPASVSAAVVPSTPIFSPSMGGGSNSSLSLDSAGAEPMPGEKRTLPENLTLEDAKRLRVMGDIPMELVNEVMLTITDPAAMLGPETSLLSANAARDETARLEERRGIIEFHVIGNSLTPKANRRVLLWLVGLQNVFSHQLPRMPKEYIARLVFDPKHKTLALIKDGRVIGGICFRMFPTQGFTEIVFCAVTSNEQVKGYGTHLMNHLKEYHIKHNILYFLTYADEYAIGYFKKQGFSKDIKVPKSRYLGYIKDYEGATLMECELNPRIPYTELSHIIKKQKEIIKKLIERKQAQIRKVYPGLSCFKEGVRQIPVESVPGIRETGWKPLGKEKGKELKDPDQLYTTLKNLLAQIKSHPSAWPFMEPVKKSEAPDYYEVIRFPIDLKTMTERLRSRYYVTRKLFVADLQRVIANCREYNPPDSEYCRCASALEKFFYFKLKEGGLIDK
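qHTS, 1536-well. 20nM enzyme, pH 7.5 HEPES/EDTA/Tween-20 buffer; 15 min compound preinc., RT. Start: 75uM H3(1-25), 70uM AcCoA, 50uM ThioGlo1. Read Ex340/Em540 at t=0 (autofluorescence flag) and t=20 min.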
TDP1 cell noCPT = qHTS for Inhibitors of human tyrosyl-DNA phosphodiesterase 1 (TDP1): qHTS in cells in absence of CPT; DT40 Tdp1-/- hTDP1 cells, no CPT, ATP luminescence, 48 h; Potency, µM (highest dose often 46.2 µM), for inactives: at the top dose activity change, negative = growth inhibition, hits mostly inhibitors; hit rate 15% among 420,000; AID 686978, 2013; note: nearly all actives have a fitted effect of over 55% in size
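Growth of hTDP1-complemented DT40 Tdp1-knockout cells is measured by ATP luminescence after at least 48 hr compound exposure at 37 °C, with DMSO substituting for the 20 nM CPT used in the parallel screen.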
* marks the source's active call; other numbers are inactive results; u = inconclusive; x = no result given; & = joins results of further samples; ! = repeats disagree; [ ] = remark or other dose. Calls come from the whole dose curve; as a rule, active = well fitted curve in the direction sought with a large enough effect; inconclusive = small, poorly fitted or top-dose-only effect, or another doubt; inactive = no such curve, though single readings can be large; an effect the other way counts as inactive or inconclusive. % is set by controls: 0 for no effect and ±100 for the full control effect; potency is the fitted concentration of half-maximal effect. This is a subset. The share of hits here may be higher or lower than overall.

SMILES	TDP1 inh	GCN5L2 inh	TDP1 cell noCPT
Cc1cc(C(=O)COc2ccc(C#N)cc2)c(C)n1CC1CCCO1 (centres undefined)	5%	2%	13µM*
CCOn1c(=O)c(-c2ccc(C)cc2)[n+]([O-])c2ccccc21	x	-1%	11%
CCOc1ccc(C(=O)NCC(=O)N2CCCCCCC2)cc1	2%	-6%	-3%
O=c1ccc2cc(S(=O)(=O)Nc3ccc(OC(F)(F)F)cc3)ccc2[nH]1	12%	-12%	-16%
CN(Cc1nccs1)C(=O)c1ccc(OC2CCN(Cc3ccccn3)CC2)cc1	4%[56.1 µM]	-4%	-26%
Cc1cc(NC(=O)c2cc(C3CC3)on2)n(-c2ccccc2)n1	7%	-5%	0%
Cc1ccccc1CSc1ncc(Cl)c(C(=O)NCc2ccccc2)n1	2%	-8%	-29%
CC1CCc2nc3ccc(S(=O)(=O)N4CCC(C(=O)O)CC4)cc3c(C(=O)O)c2C1 (centres undefined)	x	-5%	4%
CCN1C(=O)CC(NCc2ccc3c(c2)OCO3)C1=O (centres undefined)	2%	-4%	-9%
Cc1cc(=O)[nH]c(=S)[nH]1	-5%	0%&11%	-7%&2%
Cc1ccc(-c2ccc(CCC(=O)O)n2C(C)C)cc1	4%	-1%	-2%
CC(=O)Nc1ccc(NC(=O)CN2CCN(c3cccc(C(F)(F)F)c3)CC2)cc1	2%	-2%	u
O=C1/C(=C\c2cccs2)SC(=S)N1C1CCS(=O)(=O)C1 (centres undefined)	6%	-9%	u
O=C(Nc1ccc(Br)cc1F)c1ncoc1-c1ccco1	-1%	12%	-31%
O=C(C[C@@H]1C/C=C\C[C@@H](Cc2ccc(F)cc2)C(=O)OC[C@H]2CCCN2C1=O)N[C@H](CO)Cc1ccccc1	4%	0%	21µM*
Cc1cc(C)c(NC(=O)CSc2nc3ccccc3nc2N2CCCCC2)c(C)c1	2%	2%	15µM*
COC(=O)C1=CN(Cc2ccc(OC)c(OC)c2)C=C(C(=O)OC)C1c1ccc(O)cc1	4%	-14%	-5%
Cc1ccc(NC(=O)COC(=O)Cn2c(C)csc2=O)cc1C	2%	-8%	-13%
Cc1cc(C)n(-c2nc(NC(C)C)nc(NC(C)(C)C)n2)n1	0%	x	0.79µM*
COc1cccc(-c2csc(-c3c(N)c(C(=O)c4ccc5c(c4)OCO5)n4ccccc34)n2)c1	-5%	-8%	-15%
Nc1cc2ccncc2c2ccccc12	-1%	7%	10µM*
O=C(COC(=O)[C@@H]1CCCN1C(=O)c1cccs1)Nc1ccc(F)cc1[N+](=O)[O-]	-8%	-4%	4%
COc1ccc(CNC(=O)c2ccc3c(c2)nc2n3CCCCC2)c(OC)c1	3%	-7%	-19%
CCN(CC)C(=O)Cn1cc(C(=O)C(=O)N2CCN(Cc3ccccc3)CC2)c2ccccc21	5%	0%	20%

Some entries already given, reduced to TDP1 cell noCPT and TDP1 inh:
compound,TDP1 cell noCPT,TDP1 inh
O=C(C[C@@H]1C/C=C\C[C@@H](Cc2ccc(F)cc2)C(=O)OC[C@H]2CCCN2C1=O)N[C@H](CO)Cc1ccccc1,21µM*,4%
O=C1/C(=C\c2cccs2)SC(=S)N1C1CCS(=O)(=O)C1 (centres undefined),u,6%

Remaining list, next part:
SMILES	TDP1 inh	GCN5L2 inh	TDP1 cell noCPT
CC(NCCS(=O)(=O)c1ccc(Cl)cc1)c1cccc(Cl)c1 (centres undefined)	10%	-4%	u
Cc1cc(Cl)ccc1OCC(=O)OC(C)C(=O)N(C)C (centres undefined)	x	-2%	-13%
COc1ccc(S(=O)(=O)NC(C(=O)NCCc2ccccn2)C(C)C)cc1 (centres undefined)	2%	-1%	0%
CCc1ccc2ncc3c(-c4ccc(F)cc4)nn(CC(=O)NC4CCCCC4)c3c2c1	5%	2%	-2%
CC(C)CC(=O)Nc1nnc(SCC(=O)Nc2ccc3c(c2)OCO3)s1	0%	-3%	u
c1ccc([C@H]2CNCCN2CCc2cccc3ccccc23)cc1	0%	-6%	21µM*
O=c1oc2ccccc2c(N2CCCC2)c1[N+](=O)[O-]	6%	-6%	-30%
Cc1ccc2nc(SCC(=O)NC3CCCC3)nc(=O)n2c1	x	1%	-4%
COc1cccc(C(=O)N2c3ncnn3C3(CCCCC3)[C@@H]3CCCC[C@@H]32)c1	5%	-8%	u
Cc1ccc(NC(=O)c2nc[nH]c2C(=O)N2CCCCC2)c(C(=O)c2ccccc2)c1	0%	u	-29%
CNC(=O)CN(c1cc(OCCOC)c(Cl)cc1Cl)S(=O)(=O)c1ccccc1	0%	-12%	u
Cc1cc(NC(=O)CN2C(=O)NC3(CCCCCC3)C2=O)no1	-2%	-8%	9%
Cc1ccc(NC(=S)NCc2ccc3c(c2)OCO3)cc1C	-8%	-5%	u
C/C(=C\C(=O)Nc1cc(C)on1)c1ccccc1	0%	-7%	-8%
COc1cc(/C=C2\SC(=Nc3ccccc3)NC2=O)cc(Cl)c1O	x	-8%	u
CCOC(=O)c1ccc(N2CCN(c3ccccc3F)CC2)c(NC(=O)Nc2ccccc2)c1	0%	-8%	16µM*
O=C(COC(=O)c1c(F)cccc1Cl)NC1CCCCC1	1%	-2%	-15%
Cc1nc2ccc(Br)cc2c(-c2ccccc2)c1C(=O)O	x	1%	u
Cc1nn(CC(=O)NCCc2ccccc2Cl)c(=O)c2nn(-c3ccccc3)c(C)c12	3%	u	-22%
CCCC(=O)Nc1ccc2c(c1)nc(CN1CCN(C(=O)OCC)CC1)n2C	x	-2%	-6%
O=C(Cc1cccs1)Nn1c(Cc2cccs2)nc2ccccc2c1=O	4%	-4%	0%
COc1cccc(C(=O)NCC(=O)N2CCN(c3ccc(C(F)(F)F)cn3)CC2)c1	-1%	-23%	4.1µM*
O=C1C2C3C=CC(C3)C2C(=O)N1CCCCCCN1C(=O)C2C3C=CC(C3)C2C1=O (centres undefined)	0%	-7%	u
O=C(CCNC(=O)c1ccccc1)NNC(=O)c1ccccc1Br	1%	2%	-9%
Cc1ccc(SCC(=O)Nc2ccc(S(=O)(=O)Nc3ncccn3)cc2)cc1	0%	-1%	0%
CCCCn1c(SCC(=O)c2ccccc2)nc2ccsc2c1=O	3%	-5%	18µM*
Cc1ccc(S(=O)(=O)NC(=O)NCc2ccccc2)cc1	2%	-12%[0.501 µM]	-8%
O=C(CCC1CCN(C(=O)c2ccco2)CC1)NCc1ccc(F)cc1	3%[56.1 µM]	-15%	-2%
CNC(=O)C(=O)NCC(c1ccc2c(c1)OCO2)N1CCOCC1 (centres undefined)	4%	3%	2%
S=C(Nc1cccc2ccccc12)NC1CCCCC1	1%	-4%	16µM*
Cc1ccc(C)c(N(C)S(=O)(=O)c2ccc3[nH]cc(C(=O)NCCN4CCOCC4)c(=O)c3c2)c1	5%	0%	u
Cc1c(O)ccc2c(CN3CCN(CCO)CC3)cc(=O)oc12	3%	u	u
Cc1cc(N2CCN(C)CC2)nc2ccc(NC(=O)Nc3ccccc3Br)cc12	6%	2%	15µM*
COc1ccc(-n2c(CN3CCN(c4ccccc4OC)CC3)nc3ccc([N+](=O)[O-])cc3c2=O)c(OC)c1	x	-3%	-24%
COc1ccc(-c2c(C)nn3c(C(F)(F)F)cc(-c4ccccc4)nc23)cc1OC	1%	-3%	u
CC(=O)c1ccc(N2CCN(C(=O)c3ccc(NC(=O)C4CCCO4)cc3)CC2)cc1 (centres undefined)	3%	-11%	u

Part of the list above, with two lines to a compound:
Values in the order – TDP1 inh | GCN5L2 inh | TDP1 cell noCPT
> COc1cc(/C=C2\SC(=Nc3ccccc3)NC2=O)cc(Cl)c1O
 : x | -8% | u
> CCOC(=O)c1ccc(N2CCN(c3ccccc3F)CC2)c(NC(=O)Nc2ccccc2)c1
 : 0% | -8% | 16µM*
> O=C(COC(=O)c1c(F)cccc1Cl)NC1CCCCC1
 : 1% | -2% | -15%
> Cc1nc2ccc(Br)cc2c(-c2ccccc2)c1C(=O)O
 : x | 1% | u
> Cc1nn(CC(=O)NCCc2ccccc2Cl)c(=O)c2nn(-c3ccccc3)c(C)c12
 : 3% | u | -22%
> CCCC(=O)Nc1ccc2c(c1)nc(CN1CCN(C(=O)OCC)CC1)n2C
 : x | -2% | -6%
> O=C(Cc1cccs1)Nn1c(Cc2cccs2)nc2ccccc2c1=O
 : 4% | -4% | 0%
> COc1cccc(C(=O)NCC(=O)N2CCN(c3ccc(C(F)(F)F)cn3)CC2)c1
 : -1% | -23% | 4.1µM*
> O=C1C2C3C=CC(C3)C2C(=O)N1CCCCCCN1C(=O)C2C3C=CC(C3)C2C1=O (centres undefined)
 : 0% | -7% | u
> O=C(CCNC(=O)c1ccccc1)NNC(=O)c1ccccc1Br
 : 1% | 2% | -9%
> Cc1ccc(SCC(=O)Nc2ccc(S(=O)(=O)Nc3ncccn3)cc2)cc1
 : 0% | -1% | 0%
> CCCCn1c(SCC(=O)c2ccccc2)nc2ccsc2c1=O
 : 3% | -5% | 18µM*
> Cc1ccc(S(=O)(=O)NC(=O)NCc2ccccc2)cc1
 : 2% | -12%[0.501 µM] | -8%
> O=C(CCC1CCN(C(=O)c2ccco2)CC1)NCc1ccc(F)cc1
 : 3%[56.1 µM] | -15% | -2%
> CNC(=O)C(=O)NCC(c1ccc2c(c1)OCO2)N1CCOCC1 (centres undefined)
 : 4% | 3% | 2%
> S=C(Nc1cccc2ccccc12)NC1CCCCC1
 : 1% | -4% | 16µM*
> Cc1ccc(C)c(N(C)S(=O)(=O)c2ccc3[nH]cc(C(=O)NCCN4CCOCC4)c(=O)c3c2)c1
 : 5% | 0% | u
> Cc1c(O)ccc2c(CN3CCN(CCO)CC3)cc(=O)oc12
 : 3% | u | u
> Cc1cc(N2CCN(C)CC2)nc2ccc(NC(=O)Nc3ccccc3Br)cc12
 : 6% | 2% | 15µM*
> COc1ccc(-n2c(CN3CCN(c4ccccc4OC)CC3)nc3ccc([N+](=O)[O-])cc3c2=O)c(OC)c1
 : x | -3% | -24%
> COc1ccc(-c2c(C)nn3c(C(F)(F)F)cc(-c4ccccc4)nc23)cc1OC
 : 1% | -3% | u
> CC(=O)c1ccc(N2CCN(C(=O)c3ccc(NC(=O)C4CCCO4)cc3)CC2)cc1 (centres undefined)
 : 3% | -11% | u

Later entries
SMILES	TDP1 inh	GCN5L2 inh	TDP1 cell noCPT
Cc1ccc(-c2nc(C)sc2CC(=O)Nc2cccc(C)c2C)cc1	5%	-6%	u
Cc1cccc(N2CCN(C(=O)c3ccc4c(c3)c(C)c(C)n4C)CC2)c1C	5%	-1%	u
CCC1(c2ccccc2)NC(=O)N(CC(=O)Nc2cc(S(=O)(=O)N3CCCCCC3)ccc2OC)C1=O (centres undefined)	-10%	-3%	21µM*
CCOc1ccccc1NC(=O)COC(=O)CN1C(=O)NC(C)(C)C1=O	3%	0%	1%
Cc1cc([N+](=O)[O-])nn1CCCC(=O)Nc1cccc(Cl)c1Cl	2%	-1%	-22%
Cc1cccn2c(=O)nc(SCC(=O)NC3CCCCC3)nc12	x	-23%	1%
Fc1ccc(/C=N/N2CCCCC2)c(F)c1	x	-2%	5%
N=C1N(/N=C/c2ccccc2)C(=Nc2ccccc2)C(=S)N1c1ccccc1	7%	-9%	19%
COc1ccccc1-c1c(C)nn2c(N3CCC(C)CC3)cc(C)nc12	x	-2%	u
Cc1ccc(C)c(OCC(=O)Nc2ccccc2C(=O)N2CCN(C)CC2)c1	4%	-7%	-28%
CCN1CC=C2C(C#N)=C(N)C(C#N)(C#N)C(c3cc(Cl)ccc3Cl)C2C1 (centres undefined)	3%	-7%	23µM*
CCc1ccccc1NC(=O)Nc1c(C)n(C)n(-c2ccccc2)c1=O	3%&0%	-28%&-8%	7%&-2%
COc1cc(-c2noc(C)c2C#CCO)cc(OC)c1OC	x	3%	13µM*!
Cc1ccc(OCCC(=O)OCC(=O)NCCc2ccc(Cl)cc2)cc1	2%	-4%	-21%
COc1ccccc1OCC(=O)NNC(=O)c1ccc2c(=O)n3c(nc2c1)CCC3	4%	-9%	1%
CN(C)c1ccc(/C=N/N(Cc2ccccc2)c2ccccc2)cc1	-3%	5%	6%
Cc1ccc(NC(=O)CN2CCC(C(=O)c3ccc4c(c3)OCCO4)CC2)cc1	-1%	-3%	u
Cc1ccc(SCCC(=O)N2CCN(S(=O)(=O)c3ccccc3)CC2)cc1	1%	-6%	u
Cc1nc(NCc2ccco2)c(C#N)c2c1COC(C)(C)C2	-4%	-1%	-16%
